Source: PubChem BioAssay (several laboratories)
NTR1 ag: NTR1-driven beta-arrestin-GFP spot formation – imaging, U2OS cells, high content, primary screen (AID 493036); P30989; agonist mode; hit rate 0.17% among 330,000; activation, % at 20 µM;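 active = activation at or above 40% of the spot to cytoplasm intensity ratio, with at least 20 cells analyzed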;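 also: 0% = DMSO without peptide and 100% = 100 nM NTR1 peptide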
Target sequence (P30989 whole entry, looked up): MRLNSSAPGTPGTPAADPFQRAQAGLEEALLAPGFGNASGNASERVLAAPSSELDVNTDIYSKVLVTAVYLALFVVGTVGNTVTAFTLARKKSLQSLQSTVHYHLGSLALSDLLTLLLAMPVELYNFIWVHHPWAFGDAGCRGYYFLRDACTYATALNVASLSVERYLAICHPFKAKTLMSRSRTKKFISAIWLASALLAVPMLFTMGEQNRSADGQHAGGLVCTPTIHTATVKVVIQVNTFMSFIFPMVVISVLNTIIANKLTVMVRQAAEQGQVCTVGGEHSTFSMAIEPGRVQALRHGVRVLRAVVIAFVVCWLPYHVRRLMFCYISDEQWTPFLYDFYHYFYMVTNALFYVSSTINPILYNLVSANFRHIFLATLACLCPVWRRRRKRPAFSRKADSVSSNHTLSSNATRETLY
NS5 inhibitors: Dengue-2 NS5 methyltransferase inhibitors, primary screen, biochemical, confirmation dose response (AID 588689); Dengue-2 NS5 methyltransferase capping enzyme assay, biochemical; higher % means a stronger effect; inhibition, % at 25 µM; hits with a dose series show IC50 in µM; hit rate 0.3% among 340,000; in the data active = a potency from the dose series
Siah-1 displacement: Siah-1 peptide-binding antagonists, primary screen, biochemical, fluorescence polarization, rhodamine-plectin, uHTS (AID 1817) | Siah-1 / rhodamine-plectin peptide fluorescence polarization; higher % means a stronger effect | one-dose displacement, % at 20 µM; IC50 in µM for titrated hits | hit rate 0.02% among 290,000;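 active = displacement of at least 50% at 20 µM, with a fluorescence ratio check between 0.3 and a set limit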;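 also: plate controls were Siah plus tracer with DMSO for no effect and tracer alone without Siah for full effect; strong numbers were not always called active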
UTI89 phage lysis: inhibition of K1F phage lysis, E. coli UTI89, bacterial capsule biogenesis inhibitors, alamar blue (AID 488966). hit rate 0.02% among 340,000. inhibition, % at 100 µM, or IC50 in µM where a hit was titrated. E. coli UTI89 K1F phage lysis, alamar blue, 2 h; higher % means a stronger effect;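 active = phage lysis inhibition, versus mean bacterial control, above a set limit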;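 also: capsule biogenesis inhibitors block K1F phage lysis so surviving cells raise fluorescence; higher fluorescence means more inhibition of phage lysis; actives were called in the ten point dose series up to 300 µM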
GPR55 beta-arrestin: selective activators of receptor GPR55 – imaging, U2OS cells, beta-arrestin-GFP redistribution, primary screen (AID 1961); U2OS GPR55 beta-arrestin-GFP redistribution imaging; higher % means a stronger effect; activation, % at 10 µM; hits with a dose series show EC50 in µM; hit rate 0.048% among 290,000;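 active = activation above 40% with more than 50 cells counted in the well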;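 also: U2OS osteosarcoma cells stably expressing GPR55 and beta-arrestin-GFP; plate controls were DMSO negative control for no effect and LPI positive control for full effect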
AID2073: inhibitors of Mint1-CaV2.2 protein interaction, biochemical, HTRF (AID 2073); HTRF protein-protein interaction, Mint1-CaV2.2; higher % means a stronger effect; inhibition, % at 20 µM, or IC50 in µM where a hit was titrated; hit rate 0.19% among 290,000; in the data active = inhibition mostly above about 51%, no sharp cut-off; also: some results filed as inactive read as strong as hits
HIV fusion peptide: inhibitors of HIV fusion peptide binding, primary screen, biochemical, uHTS, fluorescence dequenching (AID 1986) | hit rate 0.3% among 290,000 | cell-free peptide binding, fluorescence dequenching, 30 min; higher % means a stronger effect | inhibition, % at 20 µM, or IC50 in µM where a hit was titrated; in the data active = inhibition mostly above about 52%, no sharp cut-off; inactive = mostly below about 76%; also: some results filed as inactive read as strong as hits
GPR55 antagonists: inhibition of LPI-stimulated GPR55 beta-arrestin translocation – imaging, U2OS, beta-arrestin-GFP, LPI agonist, primary screen (AID 2013). U2OS GPR55 beta-arrestin-GFP translocation imaging, LPI antagonism; higher % means a stronger effect. inhibition, % at 10 µM; hits with a dose series show IC50 in µM. hit rate 0.13% among 290,000;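 active = spots per cell inhibited over 60%, with over 100 cells counted and total cytoplasm intensity under 500,000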;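 also: U2OS cells stably carrying GPR55 and arrestin-GFP stimulated by 5 µM LPI near EC80; imaged beta-arrestin-GFP aggregate spots per cell after agonist stimulation; plate controls were LPI-stimulated DMSO wells for no effect and DMSO wells without LPI for full effect; some results filed as inactive read as strong as hits; confirmed hits need IC50 under 10 µM and bright autofluorescent wells are also inconclusive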
GPR35 arrestin U2OS: inhibition of zaprinast-stimulated GPR35 beta-arrestin translocation – imaging, U2OS, beta-arrestin-GFP, zaprinast agonist, primary screen (AID 2058); U2OS GPR35 beta-arrestin-GFP translocation imaging, zaprinast antagonism; higher % means a stronger effect; one-dose inhibition, % at 10 µM; IC50 in µM for titrated hits; hit rate 0.052% among 290,000;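 active = inhibition of at least 50% with at least 30 cells and total cytoplasm GFP at most 10,000,000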
NTR1 ag cell count 20 µM: recorded beside NTR1 ag, whose call it bears; cell count; measured here: cell count, cytotoxicity flag
NS5 inhibitors pilot replicate: also measured in NS5 inhibitors; calls as there; inhibition, %; measured here: pilot screen replicate inhibition
* = called active by the depositor; · = not tested or not shown; [ ] = dose if it differs, or a comment.

SMILES | NTR1 ag | NTR1 ag cell count 20 µM | NS5 inhibitors | Siah-1 displacement | UTI89 phage lysis | GPR55 beta-arrestin | AID2073 | HIV fusion peptide | GPR55 antagonists | GPR35 arrestin U2OS | others
Cc1cc(C)c(C(CC(=O)c2cccs2)C(C#N)C#N)c(C)c1 (configuration not stated) | 1.0 | 42 | -4% | 3% | 4.3% | 3.6% | -4% | 0.9% | 12% | -3%
COc1cc(NC(=O)C2CCCCC2)c2ncccc2c1 | 1.0 | 35 | -5% | -1% | 0.8% | -0.1% | 2% | -3.1% | 1% | -4%
CCOC(=O)Nc1cc(NC(=O)OCC)c(C)nc1C | 1.7 | 53 | -4% | -4% | 0.3%[50 µM] | -0.2% | 3% | 1.5% | 21% | 1%
C[C@H](NS(=O)(=O)c1ccccc1F)C(=O)OCC(=O)N1CCc2ccccc21 | 2.6 | 45 | 4% | -3% | 0.1% | -0.1% | -10% | -1.9% | -5% | 3%
O=C(O)c1cc(-c2ccc(N3CCOCC3)cc2)nn1-c1ccccc1Cl | 0.9 | 20 | 5% | -11% | 0.5% | 0.2% | 0% | -0.5% | 9% | 3%
O=C(N/N=C/c1cccnc1)c1cccc(F)c1 | 1.0 | 58 | -4% | 1% | 0.4% | -0.3% | 10% | -1.1% | 9% | -2%
Cc1ccc(N2C(=O)C(NC(=O)c3c(F)cccc3F)(C(F)(F)F)C3=C2CC(C)(C)CC3=O)cc1 (configuration not stated) | 4.0 | 69 | 1% | 1% | 1.8%[50 µM] | -0.3% | 26% | 1.5% | -6% | 3%
COc1ccccc1NC(=O)CCNC(=O)c1ccc(C)cc1 | 1.8 | 48 | -1% | -5% | 0.9% | 0.9% | 12% | 0.3% | 13% | 5%
CC(C(=O)N1CCc2ccccc21)N1CCN(c2ccccn2)CC1 (configuration not stated) | 1.8 | 78 | 4% | -3% | 0.1%[50 µM] | -0.2% | -5% | -0.2% | 6% | -1%
Cc1ccc(S(=O)(=O)N2CCC(C(N)=O)CC2)cc1[N+](=O)[O-] | 0.4 | 64 | -3% | -1% | -1.2% | -0.2% | 10% | -1.1% | 11% | -4%
O=C(Nc1ccc(F)cc1)c1ccc2[nH]c(=O)c(=O)[nH]c2c1 | -0.9 | 76 | -10% | -3% | 0.1% | -0.3% | 23% | -3.0% | 3% | 8%
Cn1nnnc1Sc1ccc([N+](=O)[O-])cc1Cl | 2.3 | 52 | -4% | 3% | 0.9% | 0.7% | 5% | -1.2% | -2% | -16%
C=CCN(c1ccccc1)S(=O)(=O)c1cccc(C(=O)OCC(=O)NC2CC2)c1 | 0.6 | 42 | -2% | 4% | -1.9% | 0.0% | 7% | 1.6% | -1% | 0%
CCOC(=O)c1[nH]c(C)c(C(=O)OCC(=O)NC2CCS(=O)(=O)C2)c1C (configuration not stated) | 0.0 | 57 | 24% | 6% | 0.1% | -0.3% | -1% | -2.4% | 0% | -5%
CCc1ccc(NC(=O)C2CCN(C(=O)[C@@H]3Cc4ccccc4CN3)CC2)cc1 | -0.3 | 57 | 0% | -4% | -0.2% | -0.2% | 20% | -2.4% | 1% | 16%
O=C1NC(c2ccncc2)C(C(=O)c2cccs2)C(O)(C(F)(F)F)N1 (configuration not stated) | 2.1 | 84 | -1% | -1% | -0.1% | 0.0% | 8% | -0.6% | -13% | -8% | NS5 inhibitors pilot replicate=1.8
Cc1ccccc1C(=O)NC(=S)NC1CCSC1=O (configuration not stated) | -0.6 | 43 | 5% | 0% | 5.0% | 0.2% | 8% | -1.2% | 3% | ·
COCCCN1C(=O)c2ccc(C(=O)Nc3cccc(OC)c3)cc2C1=O | 1.5 | 72 | -1% | -3% | 1.7% | -0.4% | 10% | 0.0% | 6% | -3%
CCCCC(=O)NCc1ccc(F)cc1 | 1.2 | 56 | -13% | 2% | 3.3% | 0.1% | 9% | -0.6% | 4% | -8%
O=C(Cn1nc(-c2ccccc2)c2ccccc2c1=O)Nc1ccccn1 | -0.3 | 44 | -5% | -1% | 0.5% | -0.1% | 11% | -0.6% | 2% | 9%
COc1ccc(C(C)C)cc1S(=O)(=O)NCc1ccccn1 | -1.1 | 84 | -10% | 2% | 0.0% | 0.2% | -1% | -2.2% | 5% | -1%
COC(=O)[C@@H](NC(=O)/C=C/c1ccc(OC)cc1)C(C)C | 0.9 | 34 | -9% | 24% | 0.2% | 0.1% | 10% | -2.0% | -4% | -5%
CSc1nnc(NC(=O)c2ccco2)s1 | 0.2 | 66 | 0% | 1% | 0.7% | -0.2% | -1% | 0.8% | -16% | 13%
CN(CC(=O)N1CCCCC1)S(=O)(=O)c1cccc2nsnc12 | 0.0 | 61 | 3% | -4% | 0.2% | -0.1% | 2% | 0.1% | -15% | -8%

Among those listed so far, 4 have four or more nitrogen atoms:
SMILES | NTR1 ag | NTR1 ag cell count 20 µM | NS5 inhibitors | Siah-1 displacement | UTI89 phage lysis | GPR55 beta-arrestin | AID2073 | HIV fusion peptide | GPR55 antagonists | GPR35 arrestin U2OS | others
CC(C(=O)N1CCc2ccccc21)N1CCN(c2ccccn2)CC1 (configuration not stated) | 1.8 | 78 | 4% | -3% | 0.1%[50 µM] | -0.2% | -5% | -0.2% | 6% | -1%
Cn1nnnc1Sc1ccc([N+](=O)[O-])cc1Cl | 2.3 | 52 | -4% | 3% | 0.9% | 0.7% | 5% | -1.2% | -2% | -16%
O=C(Cn1nc(-c2ccccc2)c2ccccc2c1=O)Nc1ccccn1 | -0.3 | 44 | -5% | -1% | 0.5% | -0.1% | 11% | -0.6% | 2% | 9%
CN(CC(=O)N1CCCCC1)S(=O)(=O)c1cccc2nsnc12 | 0.0 | 61 | 3% | -4% | 0.2% | -0.1% | 2% | 0.1% | -15% | -8%

The main list resumes, repeating the two entries before the break.
SMILES | NTR1 ag | NTR1 ag cell count 20 µM | NS5 inhibitors | Siah-1 displacement | UTI89 phage lysis | GPR55 beta-arrestin | AID2073 | HIV fusion peptide | GPR55 antagonists | GPR35 arrestin U2OS | others
CSc1nnc(NC(=O)c2ccco2)s1 | 0.2 | 66 | 0% | 1% | 0.7% | -0.2% | -1% | 0.8% | -16% | 13%
CN(CC(=O)N1CCCCC1)S(=O)(=O)c1cccc2nsnc12 | 0.0 | 61 | 3% | -4% | 0.2% | -0.1% | 2% | 0.1% | -15% | -8%
CC(C)N1CCN(C(=O)C2CCC(=O)N(CCc3cccc(F)c3)C2)CC1 (configuration not stated) | -1.2 | 65 | -11% | 6% | 0.0% | 0.0% | -4% | 0.4% | 1% | 6%
O=C(NCCc1ccc(Cl)cc1)c1ccc(CS(=O)Cc2ccc(Cl)cc2)o1 (configuration not stated) | 2.1 | 60 | 1% | 6% | -0.4% | 0.1% | -6% | -0.4% | 1% | -4%
O=C(NC(=O)N1CCN(c2cccc(Cl)c2)CC1)c1ccccc1 | 0.9 | 52 | 1% | -4% | 0.4% | -0.2% | 9% | -0.9% | -15% | 18%
c1ccc(-c2ccc(Oc3cc(N4CCOCC4)nc(-c4ccccc4)n3)cc2)cc1 | 2.5 | 82 | 2% | 1% | -0.2% | -0.1% | 9% | -0.7% | 15% | 8%
CC(=O)c1cc(CN2CCC(n3nccc3NC(=O)c3ccccc3Cl)CC2)cs1 | -0.6 | 56 | 2% | 14% | 0.8% | 0.3% | -4% | -1.0% | 13% | 5%
CC(c1ccccc1)N(CCC(c1ccccc1)C1CCOC(C)(C)C1)C(=O)c1ccco1 (configuration not stated) | 11 | 69 | -5% | 7% | 1.8% | 0.5% | 6% | 0.6% | -4% | -21%
OCCC1CN(Cc2ccccc2O)CCN1CCCc1ccccc1 (configuration not stated) | 0.4 | 60 | -13% | 4% | 0.0% | -0.2% | -1% | 0.9% | 7% | 5%
CC(C)C(=O)NNS(=O)(=O)c1ccccc1 | -0.6 | 86 | -6% | -5% | 0.1% | 0.2% | -9% | 1.9% | 8% | 9%
CC(C)(C)NC(=O)CN(C(=O)c1ccc(CN2CCOCC2)o1)c1ccc2c(c1)OCCO2 | -1.5 | 56 | -1% | 1% | -0.8% | -0.2% | -6% | -1.1% | 11% | 16%
COc1ccc(CC(=O)N2CCOCC2)cc1OC | 0.0 | 32 | 1% | -5% | 5.9% | -0.4% | 14% | 1.2% | 5% | -2%
CCc1noc(C)c1C(=O)NC1CC(C)(C)Cc2c1cnn2-c1ccccc1 (configuration not stated) | 0.2 | 51 | -13% | 10% | 0.4% | 0.2% | 5% | 1.3% | -14% | -8%
COc1ccc(-c2nc3ccccc3c(=O)[nH]2)cc1 | 2.9 | 59 | -6% | 0% | -0.2% | -0.2% | -4% | 0.5% | 10% | 3%
CSc1ccc(/C=N/N2CCN(c3ccccc3)CC2)cc1 | -1.7 | 61 | -2% | 4% | 1.3% | 0.2% | -3% | 1.7% | 8% | 10%
Cn1c(CSc2ncccn2)nnc1SCC(=O)N1CCCCC1 | 1.4 | 67 | -10% | 2% | 1.5% | -0.3% | -4% | 2.7% | -2% | -8%
COc1ccc(-c2noc(CCCC(=O)NC3CCCC3)n2)cc1 | 1.8 | 47 | 0% | 2% | -1.2% | 1.2% | 0% | -0.6% | -6% | -4%
COC(=O)CN1C(=O)[C@H]2[C@@H](c3ccc(C)o3)N3C(=O)CN(CCO)C(=O)[C@@]3(Cc3ccccc3)[C@H]2C1=O | -1.7 | 92 | -2% | 0% | 2.7% | -0.1% | 19% | 0.5% | 10% | 8%
C/C(=N\NS(C)(=O)=O)c1ccc(C)cc1 | 2.4 | 79 | -6% | 0% | -1.1% | 0.4% | 12% | -2.4% | 9% | -18%
O=C1c2ccccc2C(=O)N1CCCc1cn(C[C@H]2CC[C@@H]([C@@H]3CC[C@H](Cn4cc(CCCN5C(=O)c6ccccc6C5=O)nn4)O3)O2)nn1 | 2.2 | 57 | -1% | -4% | 1.7% | -0.3% | 5% | 0.0% | 5% | -3%
CN(C)/C=N/c1ncc(-c2ncc(C(F)(F)F)cc2Cl)cn1 | 0.3 | 46 | -4% | -2% | -0.1% | -0.4% | 25% | 1.5% | 4% | -1%
Cc1ccc(N2C(=O)CS(=O)(=O)CC2=O)cc1 | 1.5 | 58 | · | 8% | · | -0.1% | -6% | 0.3% | 22% | -6%
COc1ccccc1N(CC(=O)N1CCCCCC1)S(C)(=O)=O | -0.7 | 43 | -4% | -2% | 3.2% | 0.3% | -1% | 0.5% | 2% | 4%
COc1ccc(OCC(=O)Nc2ccc(C(=O)Nc3ccccc3C(=O)O)cc2)cc1 | 1.6 | 66 | 8% | -4% | -0.2% | -0.1% | 8% | 43% | 6% | -5%
